UBC13 inh = human UBC13 polyubiquitination inhibition; P61088; 330,000 compounds, 0.47% hits; UBC13 polyubiquitin chain formation, TR-FRET; AID 485273; inhibition, % at 20 µM; in the data active = inhibition above about 45%, passing the limit was not always enough
Target sequence (P61088 whole entry, looked up): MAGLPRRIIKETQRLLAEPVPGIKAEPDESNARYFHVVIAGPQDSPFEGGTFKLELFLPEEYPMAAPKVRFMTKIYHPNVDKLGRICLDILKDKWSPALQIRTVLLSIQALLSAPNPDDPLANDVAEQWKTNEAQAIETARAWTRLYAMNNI
SENP8 block-1 = SENP8 protease inhibition; Q96LD8; inhibition, % at 10 µM; purified SENP8, Z-RLRGG-aminoluciferin cleavage, luminescence; 330,000 compounds, 1.2% hits; AID 2540; in the data active = inhibition above about 50%
SENP6 block = SENP6 protease inhibition; 330,000 compounds, 1.8% hits; Recombinant SENP6 catalytic domain, aminoluciferin luminescence; inhibition, % at 10 µM; AID 2599;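 active = inhibition above about 50% at the single tested dose, limit read from the data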;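 also: plate controls were DMSO wells with enzyme for no effect and DMSO wells lacking enzyme for full effect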
Target sequence (Q9GZR1 628-1112 limits assumed): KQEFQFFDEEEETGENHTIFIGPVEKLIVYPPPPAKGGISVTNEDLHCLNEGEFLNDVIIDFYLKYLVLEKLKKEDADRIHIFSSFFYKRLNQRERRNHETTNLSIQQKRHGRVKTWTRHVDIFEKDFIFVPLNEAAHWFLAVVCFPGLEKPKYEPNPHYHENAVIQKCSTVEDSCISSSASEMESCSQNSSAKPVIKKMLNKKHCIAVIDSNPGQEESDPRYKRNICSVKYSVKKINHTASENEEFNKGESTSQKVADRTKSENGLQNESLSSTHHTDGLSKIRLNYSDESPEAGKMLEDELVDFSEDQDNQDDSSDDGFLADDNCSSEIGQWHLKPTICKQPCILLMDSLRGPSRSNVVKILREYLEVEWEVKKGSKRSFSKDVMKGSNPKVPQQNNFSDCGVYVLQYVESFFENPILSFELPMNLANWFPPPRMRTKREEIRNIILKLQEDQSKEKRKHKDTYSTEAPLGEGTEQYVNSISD
A3G deaminase = inhibitors of human APOBEC3G DNA deaminase | Q9HC16 | recombinant A3G, ssDNA deamination FAM/TAMRA fluorescence | inhibition, % at 20 µM | 330,000 compounds, 0.28% hits | AID 493012;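 active = inhibition of at least 40% at 20 µM, with no more than 30% in the related APOBEC3A deaminase screen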;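 also: plate controls were DMSO wells with A3G for no effect and wells lacking A3G enzyme for full effect; some compounds called inactive have numbers as strong as hits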
Target sequence (Q9HC16 whole entry, looked up): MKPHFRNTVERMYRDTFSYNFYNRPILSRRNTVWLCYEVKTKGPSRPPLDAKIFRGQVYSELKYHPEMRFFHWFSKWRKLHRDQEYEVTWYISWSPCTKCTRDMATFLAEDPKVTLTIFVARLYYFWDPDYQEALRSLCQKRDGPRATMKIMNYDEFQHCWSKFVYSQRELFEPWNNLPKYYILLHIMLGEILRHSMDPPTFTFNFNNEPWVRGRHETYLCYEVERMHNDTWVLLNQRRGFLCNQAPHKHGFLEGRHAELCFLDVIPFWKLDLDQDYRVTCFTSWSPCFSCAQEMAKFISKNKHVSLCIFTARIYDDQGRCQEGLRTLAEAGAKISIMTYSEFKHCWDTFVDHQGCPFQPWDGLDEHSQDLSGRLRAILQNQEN
SENP8 block-2 = inhibitors of human SENP8 protease; Q96LD8; recombinant SENP8, Nedd8 substrate fluorescence; inhibition, % at 20 µM; 360,000 compounds, 0.64% hits; AID 602440; in the data active = inhibition mostly above about 40%, no sharp cut-off; inactive = mostly below about 27%
Apaf-1 inh = blocks human Apaf-1 apoptosome activity. O14727. reconstituted apoptosome caspase-3 activity, DEVD-Rh110 fluorescence. inhibition, % at 20 µM. 330,000 compounds, 0.71% hits. AID 489030; active = inhibition of at least 40% at 20 µM;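 also: plate controls were DMSO wells for no effect and DEVD-CHO caspase inhibitor wells for full effect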
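Medium: Hepes buffer, pH 7.5 / System: biochemical Apaf-1 apoptosome reconstitution / Measured by: Rh110 fluorescence, excitation 480 nm, emission 540 nm / Times: compound with Apaf-1, dATP, procaspase-3 30 min, then 50 min reaction, room temperature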
SENP7 inh = blocks the human protease SENP7 | Q9BQF6 | recombinant SENP7, Z-RLRGG-aminoluciferin luminescence, 40 min | inhibition, % at 5 µM | 330,000 compounds, 1.5% hits | AID 434973;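 active = inhibition above about 50% at the single test dose, limit read from the data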;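 also: plate controls were DMSO with enzyme for no effect and no enzyme buffer wells for full effect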
SENP1 FRET inh = blocks the human SENP1 SUMO protease catalytic domain | 360,000 compounds, 0.21% hits | recombinant SENP1 catalytic domain, CyPet-SUMO1-YPet FRET cleavage | Q9P0U3 | inhibition, % at 10 µM;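 active = inhibition at least 30% at 10 µM, raw YFP signal under a set limit, fluorescence ratio 0.5 to 1.5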;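 also: 0% = enzyme with DMSO and 100% = no enzyme wells; some results filed as inactive read as strong as hits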
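Test system: recombinant human SENP1 catalytic domain, His6-tagged / Medium: pH 8 Tris buffer with EDTA, NaCl, BME, BSA, NP40, catalase / Also added: SUMO1 FRET substrate flanked by Cypet and Ypet, 25 nM / Times: 50 min reaction at room temperature / Signal: FRET, CFP and YFP emission / Control set: no-enzyme low control and enzyme-plus-DMSO high control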
Active calls of the source: *; & = joins results of further samples.

SMILES | UBC13 inh | SENP8 block-1 | SENP6 block | A3G deaminase | SENP8 block-2 | Apaf-1 inh | SENP7 inh | SENP1 FRET inh
COc1ccc(OC)c(-c2nc(C)sc2CC(=O)O)c1 | 0 | -5 | 0 | -6 | 4 | -14 | -2 | 3
CC1CC(C)(C)Nc2ccc(OC(=O)c3ccco3)cc21 (configuration not stated) | -1 | -4 | -13 | -3 | 22 | 12 | -5 | 1
CC1CCN(C(=O)CCCC(=O)N2CCC(C)CC2)CC1 | 2 | 5 | 1 | -4 | 14 | -1 | -3 | 1
Cc1ccc([N+](=O)[O-])cc1-c1ccc(/C=N/NC(=O)c2cc3c(ccc4ccccc43)o2)o1 | -16 | -3 | -18 | -5 | -28 | 11 | -4 | 2
CCOc1ccc(NC(=O)c2ccc3snnc3c2)cc1 | -1 | 8 | 14 | -8 | 28 | -13 | 25 | 1
CCOC(=O)c1cnc2cc(C)nn2c1C | -5 | -4 | -48 | -2 | -7 | 12 | -13 | 1
NC(=O)C1CCN(C(=O)c2cccc3ccccc23)CC1 | 1 | 16 | 24 | -5 | 7 | -2 | -4 | 0
O=S(=O)(NCCC(c1ccc(F)cc1)c1ccco1)c1ccccc1 (configuration not stated) | -5 | 1 | -8 | -8 | 16 | 13 | 5 | -1
CN(C)C=NC(=O)c1cc(C(=O)c2ccc(Cl)cc2)c[nH]1 | 1 | -3 | -10 | 2 | -3 | 7 | 3 | -1
CC(=O)N1CCCc2cc(S(=O)(=O)N3CCCC(C(=O)Nc4ccccc4C)C3)ccc21 (configuration not stated) | 8 | -3 | 3 | -8 | 7 | -8 | -3 | 0
O=C(CN1CCN(S(=O)(=O)c2ccc(Br)cc2)CC1)N/N=C/c1cccnc1 | 0 | -2 | -2 | -9 | 17 | 0 | 1 | -1
CCC(=O)N1CCN=C1SCc1cc(C)ccc1C | 2 | -1 | -14 | -6 | 9 | -10 | -2 | 0
S=c1[nH]nc(COc2cccc3ccccc23)n1Cc1ccccc1 | -12 | 1 | -27 | 6 | 16 | -32 | 6 | -1
O=[N+]([O-])c1cccc(S(=O)(=O)N/N=C\c2ccc3c(c2)OCO3)c1 | -8 | 8 | 5 | 1 | 6 | 5 | 6 | 2
COc1cc2c(cc1NC(=O)/C=C/c1cc(OC)c(OC)c(OC)c1)oc1ccccc12 | -2 | -9 | -3 | -3 | -176 | 5 | 6 | -5
Cc1ccc(S(=O)(=O)N2CCC(C(=O)N[C@H](C(=O)N3CCN(C)CC3)C(C)C)CC2)cc1 | 1 | -7 | -11 | 17 | 10 | -1 | -8 | 1
CCOC(=O)c1c(C)n(C)c2ccc(O)c(CN(CC)CC)c12 | 0 | -2 | 7 | 1 | 6 | 2 | 1 | 1
O=C(NCc1ccc2c(c1)OCO2)C1CCCN(S(=O)(=O)c2cccs2)C1 (configuration not stated) | 3 | -5 | 2 | -7 | 5 | 3 | -3 | 1
CCOC(=O)c1sc(NC(=O)Cc2ccc(C)cc2)nc1C | 7 | -3 | -23 | -5 | 14 | 2 | 18 | 2
CC(C)c1cccc(-c2ccc3c(c2)S(=O)(=O)c2cccc(C(=O)NCc4ccco4)c2C3=O)c1 | -26 | 0 | 14 | -3 | -31 | -14 | 0 | 9
O=C(CO/N=C/c1ccc(Cl)cc1Cl)NNC(=O)c1cccc(Cl)c1 | 2 | -5 | -3 | -5 | 4 | 1 | 9 | 2
CCOC(=O)c1ccccc1NC(=O)c1cc(S(=O)(=O)N2CCOCC2)ccc1F | 12 | -9 | -8 | 14 | -8 | 13 | 9 | 0
O=C(Nc1nc2ccsc2c(=O)s1)c1ccc(F)cc1 | -3 | 94* | 96* | 12 | -83 | -11 | 100* | -33
CC(=O)c1cccc(NC(=O)CCn2c(=S)oc3ccccc32)c1 | 6 | 7 | 5 | -7 | 16 | -1 | 2 | 0
Cc1cc(-c2ccc(C(C)C)c(S(=O)(=O)NCc3ccco3)c2)on1 | -2 | 5 | -2 | -2 | 5 | 10 | 0 | -2
Cc1ocnc1C(=O)Nc1ccc(Cl)cc1 | -6 | 6 | 43 | -2 | -24 | 2 | 26 | -2
O=C(CSc1ccc2c(c1)OCCO2)NCC1CCCO1 (configuration not stated) | -8 | -5 | -8 | -7 | 8 | 8 | -7 | 1
C#CCn1c(=NC(=O)c2ccc(S(=O)(=O)N3CCc4ccccc4C3)cc2)sc2cc(S(N)(=O)=O)ccc21 | 8 | 12 | 23 | -8 | -288 | -6 | 10 | -1
c1ccc2[nH]c(-c3ccnc4ccccc34)nc2c1 | 13&8 | -11&-13 | -27&12 | -1&16 | -388 | -4&-14 | -7&0 | -1&-12
CCOc1ccc2nc(Nc3nc(CSc4nnnn4-c4ccccc4)cc(=O)[nH]3)nc(C)c2c1 | -11 | 3 | 8 | 26 | 10 | 38 | 6 | 3
O=C(CN1C(=O)NC2(CCCC2)C1=O)NCCN1C(=O)S/C(=C\c2ccccc2F)C1=O | -8 | -4 | 2 | 5 | -1 | 2 | -10 | 1
COc1ccc(NC(=O)c2cccc(OC(=S)N3CCOCC3)c2)cc1 | -6 | -6 | -13 | 1 | 15 | 0 | 7 | 4
COc1ccc(C(=O)NCCCCc2ccccc2)cc1 | 4 | 6 | -2 | -6 | 6 | -1 | -5 | -2
O=C(CN1CCCC1)N/N=C/c1ccc(-c2cccc(Cl)c2)o1 | 6 | -2 | -23 | -7 | -104 | -7 | 7 | 0
Cc1cccc(NC(=O)c2cnn3ccccc23)c1C | 5 | 0 | 1 | -1 | 9 | -5 | 4 | -1
CNC(C)C#Cc1ccc2oc3cc(C)c(C)cc3c(=O)c2c1 (configuration not stated) | 15 | 69* | 84* | -5 | -94 | 17 | 43 | -31
O=C(NCc1ccc2c(c1)OCO2)c1cccc(S(=O)(=O)N2CCCCC2)c1 | 5 | -6 | -16 | -4 | 25 | -10 | -3 | 3
CCN(C(=O)C1=COCCO1)c1nc2c(C)cccc2s1 | -8 | 0 | 6 | 0 | 0 | 9 | 2 | 1
CCOc1ccccc1O[C@H](c1ccccc1)[C@H]1CNCCO1 | 7 | 0 | -2 | -8 | 11 | 9 | -2 | 2
O=C(Cn1ccc2ccccc2c1=O)Nc1ccc2c(c1)OCO2 | -2 | -6 | -14 | -7 | -7 | 8 | -15 | 2

Shown with values under each structure: six of the compounds above.
Every second line gives: UBC13 inh	SENP8 block-1	SENP6 block	A3G deaminase	SENP8 block-2	Apaf-1 inh	SENP7 inh	SENP1 FRET inh
> Cc1ocnc1C(=O)Nc1ccc(Cl)cc1
 : -6	6	43	-2	-24	2	26	-2
> O=C(CSc1ccc2c(c1)OCCO2)NCC1CCCO1 (configuration not stated)
 : -8	-5	-8	-7	8	8	-7	1
> C#CCn1c(=NC(=O)c2ccc(S(=O)(=O)N3CCc4ccccc4C3)cc2)sc2cc(S(N)(=O)=O)ccc21
 : 8	12	23	-8	-288	-6	10	-1
> c1ccc2[nH]c(-c3ccnc4ccccc34)nc2c1
 : 13&8	-11&-13	-27&12	-1&16	-388	-4&-14	-7&0	-1&-12
> CCOc1ccc2nc(Nc3nc(CSc4nnnn4-c4ccccc4)cc(=O)[nH]3)nc(C)c2c1
 : -11	3	8	26	10	38	6	3
> O=C(CN1C(=O)NC2(CCCC2)C1=O)NCCN1C(=O)S/C(=C\c2ccccc2F)C1=O
 : -8	-4	2	5	-1	2	-10	1

New compounds follow
SMILES | UBC13 inh | SENP8 block-1 | SENP6 block | A3G deaminase | SENP8 block-2 | Apaf-1 inh | SENP7 inh | SENP1 FRET inh
O=C(CO/N=C/c1ccccc1O)NNC(=O)c1ccccc1Cl | -20 | -5 | -35 | -10 | 7 | 5 | -9 | 1
Cc1ccc(-c2csc(NC(=O)CN3CCOCC3)n2)cc1 | -11 | -2 | -12 | -5 | 7 | -5 | -2 | -2
O=C(c1ccc(Br)c([N+](=O)[O-])c1)N1CCN(Cc2ccccc2)CC1 | -2 | 1 | 9 | -6 | 14 | 1 | 6 | -1
O=C(CSc1nnc(COc2ccccc2)n1Cc1ccco1)c1ccc(F)cc1 | 9 | 5 | 6 | -1 | 7 | 31 | -5 | 0
COc1ccccc1-c1csc(NC(=O)c2cc(-c3cccs3)nc3ccccc23)n1 | -11 | -2 | 7 | 0 | -175 | -5 | 6 | -3
O=C1C2CC=C(Cl)CC2C(=O)N1CNc1ccccn1 (configuration not stated) | 5 | -6 | -10 | -4 | 18 | 1 | 3 | -3
C#CCOc1ccc(/C=C2/C(=O)ON=C2C)cc1Cl | -11 | -7 | 10 | -10 | 18 | -8 | -8 | 2
COC(=O)c1ccccc1C(=O)N1CCOCCOCCOCC1 | -23 | -9 | -3 | -7 | 8 | -12 | -11 | 2
O=C1c2cccc3cccc(c23)C(=O)N1/N=C/c1ccc(O)cc1O | -17 | -9 | -21 | -8 | 14 | 3 | -8 | 4
N#C/C(=C\c1ccc(O)cc1)C(=O)NCc1cccc(Cl)c1 | 5 | -14 | -3 | -3 | -8 | 3 | -4 | -185
COc1ccc2[nH]c(=O)c(CN(CCc3ccccc3)Cc3nnnn3CC3CCCO3)cc2c1 (configuration not stated) | -7 | 0 | -11 | 2 | -350 | 18 | 0 | -30
CCc1ccccc1NC(=O)NC(C)c1ccc2c(c1)OCO2 (configuration not stated) | 5 | -1 | -9 | -9 | 4 | 12 | -2 | 4
Cc1ccccc1N=C(NO)c1cccnc1 | -9 | 4 | -14 | -5 | 8 | 5 | -3 | -1
COC(=O)c1c2c(nc3ccccc13)CCC2 | 1 | -7 | -18 | 1 | -23 | 1 | -6 | -6
O=C(NCc1ccccn1)C(=O)NN=C1CCCCCCCCCCC1 | 2 | -3 | 13 | -4 | 22 | -9 | -5 | 1
O=C(COc1ccccc1)Nc1nc(-c2cccs2)cs1 | 8 | -2 | -11 | -6 | 20 | 8 | 3 | 0
CC(=O)/C(=N/Nc1ccc(Br)cc1)N1CCCc2ccccc21 | 1 | 3 | -9 | -8 | 33 | -4 | 5 | 2
Cc1ccc(CN(C)Cc2cc(=O)oc3cc(C)c(Cl)cc23)cc1 | -5 | 9 | 11 | 2 | 16 | 23 | 8 | -1
CC1(C)CC(=O)c2cnc3c(C#N)cnn3c2C1 | -3 | 11 | 1 | -4 | -58 | 0 | 7 | 10
COc1cccc2sc3ccc(C#CC4(O)CCCCC4)cc3c(=O)c12 | 53* | 89* | 93* | -2 | -320 | 20 | 88* | -50
Cc1onc(-c2ccccc2Cl)c1C(=O)Nc1c(C)n(C)n(-c2ccccc2)c1=O | 1 | 1 | 1 | -5 | 22 | -33 | 5 | 0
OC(Cn1cncn1)c1ccc(Cl)cc1 (configuration not stated) | 11 | -5 | -4 | -3 | -1 | -17 | -6 | 1
CCOP(=O)(c1ccccc1)c1nc(-c2ccccc2C)oc1NCc1ccccc1 (configuration not stated) | 3 | -5 | -14 | -1 | -148 | 22 | 0 | 1
COc1ccc(-c2cc(C(=O)O)c3ccccc3n2)c(OC)c1 | -5 | -1 | 26 | -8 | -458 | -14 | -3 | -3
c1ccc2oc(-c3csc(NCC4CCCO4)n3)cc2c1 (configuration not stated) | 0 | -1 | -8 | -3 | -17 | 5 | 4 | -70
CC(=O)NC(CC(=O)OCC(=O)NCCc1ccccc1)c1ccccc1 (configuration not stated) | 0 | -3 | -14 | 11 | 4 | 8 | 1 | 0
O=C(CN1C(=O)COc2ccccc21)NNC(=O)Nc1ccccc1F | 5 | -6 | -11 | -8 | 6 | 0 | 2 | 1
COc1ccccc1CNC(=O)C(C)Oc1ccccc1 (configuration not stated) | 3 | -1 | 4 | -4 | 13 | -3 | -7 | 1
CCN(CC)c1ccc(CN(C(=O)c2cc(OC)c(OC)c(OC)c2)C2CCS(=O)(=O)C2)cc1 (configuration not stated) | -6 | -1 | -10 | -7 | 16 | 5 | -8 | 2

From PubChem
